Fam108B inh – blocks mouse Fam108B hydrolase in RBBP9 counter-screen | 300,000 compounds, 0.33% hits | inhibition, % at 9.51 µM | recombinant Fam108B, FP-Rh probe fluorescence polarization | AID 1947;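 active = inhibition above the screen mean inhibition plus 3 SD, computed separately per campaign, cut at about 18% in these data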;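 note: inhibitors lower polarization as less probe binds the enzyme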
TPT1 inhibitor – inhibitors of Candida albicans tRNA 2'-phosphotransferase TPT1. recombinant caTPT1, FP RNA substrate dephosphorylation. inhibition, % at 5 µM. 300,000 compounds, 0.81% hits;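 active = inhibition above the mean of all tested compounds plus 3 SD, set per screening campaign, cut at about 24% in these data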;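 note: plate controls were DMSO alone for no effect and ferristatin control at 100 nM for full effect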
MEX-5 binding – C. elegans MEX-5 TCR-2 RNA binding activity | MEX-5/FITC-TCR2 RNA binding, fluorescence polarization; stronger effect = lower value | 300,000 compounds, 0.38% hits | activity score (negative = inhibition of binding), % at 10 µM | AID 1832 | Q9XUB2;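 active = inhibition past about -25% in most replicates, and total fluorescence under double the plate's negative control median, limit read from the data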;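 note: 0% = DMSO and -100% = 5 µM competing unlabeled TCR2 RNA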
GLD-1 TGE inh – GLD-1-TGE RNA interaction inhibition (C. elegans). Q17339. purified GLD-1 + fluorescein TGE RNA, fluorescence polarization. inhibition, % at 5.96 µM. 320,000 compounds, 0.44% hits. AID 2280;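 active = percent inhibition above a per-plate cutoff, the plate mean of test compounds plus 3 SD, cut at about 30% in these data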;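 note: 0% = DMSO wells with GLD-1 and probe and 100% = wells lacking GLD-1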
GSTO1 counter – blocks human GSTO1 in RBBP9 counter-screen | inhibition, % at 5.96 µM | 300,000 compounds, 1.1% hits | AID 1974 | recombinant GSTO1, activity-based probe fluorescence polarization;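 active = inhibition above the campaign mean inhibition plus 3 SD, cut at about 35% in these data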;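 note: 0% = GSTO1-1 with DMSO and 100% = wells lacking GSTO1-1 enzyme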
Target sequence (P78417 whole entry, looked up): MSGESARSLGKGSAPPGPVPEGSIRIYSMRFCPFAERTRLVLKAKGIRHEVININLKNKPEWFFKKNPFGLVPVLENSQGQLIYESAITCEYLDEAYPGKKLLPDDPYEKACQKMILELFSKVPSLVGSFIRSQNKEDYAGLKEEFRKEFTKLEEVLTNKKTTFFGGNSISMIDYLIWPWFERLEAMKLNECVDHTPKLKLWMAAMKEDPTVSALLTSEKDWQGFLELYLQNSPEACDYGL
PAD4 inh – blocks human protein arginine deiminase 4; inhibition, % at 6.36 µM; recombinant PAD4, RCA probe fluorescence polarization; 330,000 compounds, 0.41% hits; Q9UM07;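 active = percent inhibition above a cutoff equal to the mean of all tested compounds plus 3 SD, cut at about 15% in these data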;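 note: 0% = PAD4 with RCA probe and DMSO and 100% = probe without PAD4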
Target sequence (Q9UM07 whole entry, looked up): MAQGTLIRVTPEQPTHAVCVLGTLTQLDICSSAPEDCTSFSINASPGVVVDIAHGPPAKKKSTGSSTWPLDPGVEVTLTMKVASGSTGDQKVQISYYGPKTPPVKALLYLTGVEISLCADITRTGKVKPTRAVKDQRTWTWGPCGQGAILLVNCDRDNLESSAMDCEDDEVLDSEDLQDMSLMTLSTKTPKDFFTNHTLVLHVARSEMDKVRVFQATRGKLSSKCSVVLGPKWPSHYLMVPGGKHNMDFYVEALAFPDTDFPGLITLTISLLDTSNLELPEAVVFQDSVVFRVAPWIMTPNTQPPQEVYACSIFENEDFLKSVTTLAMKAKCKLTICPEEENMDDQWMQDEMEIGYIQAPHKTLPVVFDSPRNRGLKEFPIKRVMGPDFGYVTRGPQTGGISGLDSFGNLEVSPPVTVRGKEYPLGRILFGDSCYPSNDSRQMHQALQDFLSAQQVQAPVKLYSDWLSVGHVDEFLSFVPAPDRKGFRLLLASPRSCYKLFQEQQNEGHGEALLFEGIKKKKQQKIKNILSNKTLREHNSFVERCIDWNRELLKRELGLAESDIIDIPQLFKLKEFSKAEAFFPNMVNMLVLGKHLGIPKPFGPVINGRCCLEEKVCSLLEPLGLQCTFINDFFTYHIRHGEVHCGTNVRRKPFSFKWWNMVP
MCL1-BIM inh – inhibitors of human MCL1 binding to BIM-BH3 peptide | inhibition, % at 10.9 µM | Q07820 | 320,000 compounds, 0.68% hits | GST-MCL1 / FITC-Bim-BH3 fluorescence polarization;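 active = inhibition above the mean inhibition of all tested compounds plus 3 SD, set per campaign, cut at about 40% in these data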;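 note: 0% = DMSO wells and 100% = unlabeled Bim-BH3 peptide control; higher means more loss of mP so more displacement of Bim peptide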
PME-1 primary – PME-1 (human) inhibition; Q9Y570; recombinant PME-1, FP-Rh probe fluorescence polarization; inhibition, % at 5.9 µM; 320,000 compounds, 0.53% hits; AID 2130;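 active = inhibition above the campaign mean of all compounds plus 3 SD, cut at about 26% in these data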;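 note: competitive labeling of PME-1 active site by serine hydrolase directed probe; 0% = PME-1 with DMSO and 100% = wells lacking PME-1 enzyme; inhibitors block probe labeling so polarization falls and inhibition rises; many of its hits are not listed in these tables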
Bcl-xL primary – Bcl-xL (human) inhibition; 320,000 compounds, 0.7% hits; Q07817; GST-Bcl-xL / FITC-Bim BH3 peptide fluorescence polarization; inhibition, % at 10.9 µM;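 active = inhibition above the mean of all tested compounds plus 3 SD, cutoff set per campaign, cut at about 30% in these data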;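 note: 0% = DMSO wells and 100% = unlabeled Bim-BH3 peptide competitor; inhibitors lower millipolarization by displacing the labeled peptide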
Numbers without * were called inactive; . = no result given; & = joins results of further samples.

SMILES	Fam108B inh	TPT1 inhibitor	MEX-5 binding	GLD-1 TGE inh	GSTO1 counter	PAD4 inh	MCL1-BIM inh	PME-1 primary	Bcl-xL primary
CC12CC(NC(=O)N1CCc1ccccc1)c1ccccc1O2 (stereo not drawn)	7	-3	0.6	3	11	1	6	-4	3
CCN(C(=O)CN1C(=O)S/C(=C\c2ccccc2OC)C1=O)C1CCS(=O)(=O)C1 (stereo not drawn)	-1	0	0.7	-3	-5	1	-4	-5	-3
O=Cc1nc(-c2ccc(Cl)cc2)n2ccccc12	1	-2	0.3	5	5	0	2	-6	1
Cc1nc2ccc(NC(=O)c3ccc(C)c(S(=O)(=O)N4CCOCC4)c3)cc2s1	.	.	.	1	.	-3	4	-10	8
CCN1CCN(Cc2ccc(NC(=O)c3ccc(C)c(NC(=O)C(=O)c4c[nH]c5ccccc45)c3)cc2C(F)(F)F)CC1	-41&-49	-1&-2	2.8	1&-2	-20&-26	-4&-5	6&10	-57&-52	4&1
COCCN(CCOC)C(=S)Nc1cc(S(=O)(=O)N(C)C)ccc1C	-4	1	0.7	1	-2	5	8	-4	4
O=C(Nc1ccc(Cl)cn1)c1cnn2cccnc12	1	0	.	-2	-5	-2	5	-5	6
C1=C(CCNc2ncnc3nc[nH]c23)CCCC1	4	-7	2.6	9	11	-1	7	-1	5
COC(=O)Cn1c2c(c3cc(C)ccc31)CCCC2NC(C)c1ccccc1 (stereo not drawn)	1	-1	-2.9	5	4	-1	7	0	0
COCCNC(=O)c1ccc2c(c1)S(=O)(=O)c1ccccc1C2=O	2	4	-1.0	8	9	-2	-6	-2	-4
Cc1c(C(=O)NN)sc(-c2ccccc2)c1C#N	-4	-3	1.9	-5	1	-4	-2	-2	-2
Cc1cc(C(=O)Nc2cc(S(C)(=O)=O)ccc2Cl)no1	2	0	0.6	8	-1	-2	2	-2	1
CC(C)CC(c1nnnn1C(C)C)N1CCN(C(=O)c2ccco2)CC1 (stereo not drawn)	0	2	1.1	-6	-2	-1	6	5	1
O=C1NC2(CCC3(CC2)OCCO3)NN1c1ccccc1	-2	-5	-0.5	4	8	4	7	-2	10
N#C/C(=C(/O)COC(=O)COc1ccc(Cl)cc1)c1nc2ccccc2[nH]1	-1	35*	-1.6	-22	4	-10	-29	-6	-9
CCCn1nnc(NC(=O)c2cccc(OCc3ccccc3)c2)n1	-4	0	-0.2	-3	1	1	3	-6	-1
C[C@H](NC(=O)c1nc[nH]c1C(=O)NCc1ccccc1)C(=O)OCc1ccccc1	5	-7	0.3	0	-2	0	-1	4	-3
CCNC(=O)CN1C(=O)NC(Cc2ccccc2)(Cc2ccccc2)C1=O	2	-2	0.3	2	-2	3	-6	-5	1
O=C(/C=C/c1ccc(S(=O)(=O)NCc2ccco2)cc1)NCc1cccc(Cl)c1	-19	-2	-0.3	6	-3	0	-7	-20	-3
Cc1cccc(Nc2ncccc2C(=O)O)c1C	5	-1	-0.3	6	-1	-4	3	1	1

5 of the compounds above, as comma-separated lines.
canonical_smiles,Fam108B inh,TPT1 inhibitor,MEX-5 binding,GLD-1 TGE inh,GSTO1 counter,PAD4 inh,MCL1-BIM inh,PME-1 primary,Bcl-xL primary
Cc1nc2ccc(NC(=O)c3ccc(C)c(S(=O)(=O)N4CCOCC4)c3)cc2s1,.,.,.,1,.,-3,4,-10,8
O=C(Nc1ccc(Cl)cn1)c1cnn2cccnc12,1,0,.,-2,-5,-2,5,-5,6
COCCN(CCOC)C(=S)Nc1cc(S(=O)(=O)N(C)C)ccc1C,-4,1,0.7,1,-2,5,8,-4,4
O=C(/C=C/c1ccc(S(=O)(=O)NCc2ccco2)cc1)NCc1cccc(Cl)c1,-19,-2,-0.3,6,-3,0,-7,-20,-3
Cc1cccc(Nc2ncccc2C(=O)O)c1C,5,-1,-0.3,6,-1,-4,3,1,1

Random excerpt: 3 records from the list
SMILES	Fam108B inh	TPT1 inhibitor	MEX-5 binding	GLD-1 TGE inh	GSTO1 counter	PAD4 inh	MCL1-BIM inh	PME-1 primary	Bcl-xL primary
CCNC(=O)CN1C(=O)NC(Cc2ccccc2)(Cc2ccccc2)C1=O	2	-2	0.3	2	-2	3	-6	-5	1
O=Cc1nc(-c2ccc(Cl)cc2)n2ccccc12	1	-2	0.3	5	5	0	2	-6	1
CC(C)CC(c1nnnn1C(C)C)N1CCN(C(=O)c2ccco2)CC1 (stereo not drawn)	0	2	1.1	-6	-2	-1	6	5	1

(more compounds)
SMILES	Fam108B inh	TPT1 inhibitor	MEX-5 binding	GLD-1 TGE inh	GSTO1 counter	PAD4 inh	MCL1-BIM inh	PME-1 primary	Bcl-xL primary
Cc1noc(C)c1C(=O)Nc1sc(C)c(C)c1C#N	-6	7	-0.4	13	-3	-8	0	-2	-1
Cc1ccc(OCCNC(=O)c2ccccc2SCC(=O)N2CCCC2)cc1	2	-2	-0.4	1	3	0	13	-2	2
CCC1CCCCN1CCCNC(=O)CN1C(=O)COc2ccc(S(=O)(=O)N3CCOCC3)cc21 (stereo not drawn)	1	-3	0.4	-3	-1	-1	-1	-8	2
Cn1cnc2c1c(=O)n(Cc1ccccc1)c(=O)n2C	-4	0	-2.0	1	5	-4	-7	-1	0
O=C1c2ccncc2C(=O)N1C1CCCCC1	1	2	1.5	0	-4	-4	-1	4	1
COC(=O)C1=C(C)Nc2ncnn2C1c1ccco1 (stereo not drawn)	6	5	0.8	-2	17	0	10	-11	4
CC(=O)c1c(C(C)=O)c(C)n(-c2cccc3cccnc23)c1C	3	3	-2.1	-3	13	-2	-3	2	5
CCOc1ccc(C(=O)NCC(=O)N2CC=C(c3ccccc3)CC2)cc1OCC	0	1	-1.2	5	11	-1	-3	0	0
COc1cc(NC(=O)c2cc(-c3cccc(O)c3)on2)cc(OC)c1OC	4	5	2.4	5	-4	-1	-7	3	1
COc1ccc(CCC(=O)Nc2cc([N+](=O)[O-])ccc2OC)cc1	0	0	1.0	3	1	-3	6	-1	3
O=C(Nc1nc2ccccc2s1)c1cnccn1	-1	1	0.9	6	8	2	-5	-1	-2
CN(C)Cc1c(C(=O)N/N=C/c2ccoc2)nnn1-c1nonc1N	0	-1	0.9	8	-1	4	2	-5	0
C=CCn1cc(-c2ccccc2)cc(C#N)c1=O	-3	-1	2.5	-5	6	-2	-6	-1	-3
O=C(CCC(=O)N1CCOCC1)NCCc1ccc(Cl)cc1Cl	3	0	-2.7	4	4	-2	1	-1	3
Cc1cc(C)c(S(=O)(=O)N2C=CC(C(F)(F)F)=NCC2)c(C)c1	-4	-1	-1.3	7	-4	2	2	-3	-2
Cc1ccc(NC(=S)N(CCC(C)C)C(C)c2ccncc2)c(Cl)c1 (stereo not drawn)	-6	-1	-0.1	-3	-5	-2	14	-3	3
CC(C)Cn1c(-c2cc(Br)ccc2F)nc2c1c(=O)[nH]c(=O)n2CC(C)C	4	-5	-1.4	4	0	2	1	16	-4
O=C(Cc1cccc2ccccc12)N/N=C/c1ccc2cccc(O)c2n1	-3	-3	2.6	3	5	-7	6	-4	9
COc1ccc2[nH]c(C)c(CCNC(=S)Nc3cc(C)ccc3C)c2c1	1	-4	3.0	9	7	0	12	4	7
COc1ccc(NS(=O)(=O)c2cc(NC(=O)Cn3cnc4c3c(=O)n(C)c(=O)n4C)ccc2C)cc1	-2	-4	-2.8	11	-2	4	-8	-8	-4
O=S(=O)(Nc1nc2ccccc2s1)c1ccc(Cl)s1	0	3	-1.5	4	1	-2	2	2	3
CCOc1ccc(N(C(C)=O)c2nc(C)cc(C)c2C#N)cc1	-2	1	5.5	-3	-5	-2	4	-11	6
Cc1ccc(OCC(=O)c2c[nH]c3ccccc23)c([N+](=O)[O-])n1	1	2	-2.4	10	7	-5	11	-3	6
COC(=O)c1ccc(NC(=O)c2ccccc2NS(C)(=O)=O)cc1	6	3	2.1	0	-6	-3	-4	1	0
O=C(CCNC(=O)c1ccc([N+](=O)[O-])cc1)Nc1cccc(S(=O)(=O)N2CCCCCC2)c1	.	.	.	7	.	2	2	7	3
COc1ccc(CCNC(=O)Nc2cccc([N+](=O)[O-])c2)cc1	-9	0	-1.2	3	-5	-6	-6	-5	-6
CCOC(=O)C1CCN(c2c(NC3CCCc4ccccc43)c(=O)c2=O)CC1 (stereo not drawn)	-3	-4	2.5	-2	6	0	6	3	3
O=C(CCc1ccc(S(=O)(=O)N2CCOCC2)cc1)Oc1ccccc1	-3	-4	-1.3	0	6	5	-3	-3	-1
CCOc1ncccc1C(=O)OCC(=O)Nc1cc(S(=O)(=O)N2CCOCC2)ccc1C	0	0	-0.7	4	-1	-1	-2	5	0
CC(=O)Nc1ccc(C(=O)OCc2ccc(Cl)cc2)cc1	-1	-2	2.6	7	-3	3	4	-5	1
CCOC(=O)c1sc2nc(C)nc(NCc3ccc(F)cc3)c2c1C	-6	10	4.3	-12	-7	3	-9	-6	-5
Cc1ccc(S(=O)(=O)N2CCC(C)CC2)c([N+](=O)[O-])c1	-1	0	-0.1	-1	4	1	-2	-4	7
COc1cc(OC)c(C2C(C(=O)N3CCOCC3)=C(C)NC3=C2C(=O)CC(C)(C)C3)cc1OC (stereo not drawn)	-3	1	-0.9	9	3	0	3	6	0
CC(=O)Nc1ccc(NC(=O)C2CC(=O)Nc3ncnn32)cc1 (stereo not drawn)	0	2	1.1	1	-9	-3	-8	1	1
CCc1ccc(NC(=O)c2cccc(NC3=NC4CS(=O)(=O)CC4S3)c2)cc1 (stereo not drawn)	-3	2	-1.6	5	0	1	1	1	2
CCN1CCCC(Sc2nc3c([nH]2)c(=S)n(C)c(=O)n3C)C1 (stereo not drawn)	-2	-5	-2.2	1	0	2	18	4	13
COc1ccc(-c2c(N)nnc3c2[nH]c2ccccc23)cc1OC	11	-1	-0.6	8	-4	-4	12	-3	12
O=C1/C(=C/c2ccccc2)N=C(N2CCOCC2)N1c1cccc(Cl)c1	-6	-5	-2.3	1	1	-3	2	-1	4
Cc1cc(-c2nnc(SCC(=O)Nc3ccccc3C(F)(F)F)n2N)n[nH]1	-2	3	0.3	8	2	-3	-4	-1	-3
Cc1ccc(C(=O)N/C(=C\c2sccc2C)C(=O)NCCCN2CCOCC2)cc1	0	0	-4.0	-3	10	0	6	-4	9

With a hit mark in TPT1 inhibitor, of those listed so far:
| molecule | TPT1 inhibitor | MEX-5 binding | GLD-1 TGE inh | PAD4 inh | MCL1-BIM inh | PME-1 primary | Bcl-xL primary |
| --- | --- | --- | --- | --- | --- | --- | --- |
| N#C/C(=C(/O)COC(=O)COc1ccc(Cl)cc1)c1nc2ccccc2[nH]1 | 35* | -1.6 | -22 | -10 | -29 | -6 | -9 |

Screening data (PubChem BioAssay)

An excerpt, so the mix of outcomes need not match the whole.
